Screening data deposited in PubChem by The Scripps Research Institute Molecular Screening Center.
TEAD-YAP block: TEAD-YAP interaction inhibition. 1.4% of 640,000 active. HEK-TIYL cells, TEAD-Gal4/YAP UAS-luciferase luminescence. inhibition, % at 9.12 µM; in the data active = inhibition above about 32%;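 note: 0% = median of test compound wells and 100% = reference inhibitor wells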
MITF inh: blocks human microphthalmia-associated transcription factor | O75030 | AlphaScreen MITF homodimerization, bead proximity signal | inhibition, % at 2.6 µM | 0.91% of 650,000 active; in the data active = inhibition above about 50%;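 note: 0% = vehicle wells with protein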
Target sequence (O75030 whole entry, looked up): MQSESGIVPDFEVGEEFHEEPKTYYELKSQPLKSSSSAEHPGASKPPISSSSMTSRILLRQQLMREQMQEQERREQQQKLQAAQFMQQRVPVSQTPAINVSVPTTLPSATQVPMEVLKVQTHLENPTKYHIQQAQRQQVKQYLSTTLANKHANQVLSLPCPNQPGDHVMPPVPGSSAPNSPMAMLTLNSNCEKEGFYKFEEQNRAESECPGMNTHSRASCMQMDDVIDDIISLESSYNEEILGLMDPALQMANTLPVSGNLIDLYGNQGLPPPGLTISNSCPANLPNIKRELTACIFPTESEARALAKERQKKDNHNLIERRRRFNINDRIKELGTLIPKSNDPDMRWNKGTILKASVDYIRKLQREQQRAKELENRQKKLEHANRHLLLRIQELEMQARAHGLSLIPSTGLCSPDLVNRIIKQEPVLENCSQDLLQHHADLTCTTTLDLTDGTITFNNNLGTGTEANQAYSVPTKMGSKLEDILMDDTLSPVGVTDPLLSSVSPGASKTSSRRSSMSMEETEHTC
GPR151 activ: activates the human receptor GPR151; activation, % at 11.2 µM; Q8TDV0; PathHunter beta-arrestin GPR151 cells, luminescence; 1% of 650,000 active; in the data active = activation above about 4.9%;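 note: 0% = median of compound wells and 100% = cells with positive control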
Target sequence (Q8TDV0 whole entry, looked up): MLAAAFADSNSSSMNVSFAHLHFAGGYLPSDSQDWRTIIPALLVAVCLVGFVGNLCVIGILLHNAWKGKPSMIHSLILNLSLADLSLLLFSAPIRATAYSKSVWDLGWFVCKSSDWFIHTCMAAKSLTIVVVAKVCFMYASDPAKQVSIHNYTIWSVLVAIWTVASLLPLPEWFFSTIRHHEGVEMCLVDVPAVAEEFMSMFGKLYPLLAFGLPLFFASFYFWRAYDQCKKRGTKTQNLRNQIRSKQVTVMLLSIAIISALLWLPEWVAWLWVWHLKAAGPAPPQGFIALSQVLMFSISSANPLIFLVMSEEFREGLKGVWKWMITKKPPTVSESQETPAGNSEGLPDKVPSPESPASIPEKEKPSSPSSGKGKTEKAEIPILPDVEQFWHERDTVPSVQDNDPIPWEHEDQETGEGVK
FBW7 act: activators of human E3 ligase FBW7; Q969H0; AlphaScreen FBW7–phospho-cyclin E peptide binding, activator screen; normalized activity (activation), % at 26.1 µM; 0.13% of 650,000 active; in the data active = normalized activity above about 1.9%;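 note: purified mutant Fbw7 with reduced substrate affinity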
Starred values were filed as active, the others as inactive.

1: COc1ccc(NC(=O)c2cccc3c2C(=O)N(Cc2cccnc2)C3)c(OC)c1
2: CC(=O)Nc1nnc(SCC(=O)Nc2nnc(C(C)C)s2)s1
3: O=S1(=O)N=C(Nc2ccc(S(=O)(=O)N3CCCC3)cc2)c2ccccc21
4: CC(C)CCNC(=O)C(=O)NCC1OCCCN1S(=O)(=O)c1ccc(Cl)cc1 (configuration not stated)
5: Cc1c(Cl)cccc1Nc1nc(N)nc(C(F)(F)F)n1
6: COc1cc2c(cc1OC)C(C(=O)N1CCCC1)C(c1ccc(SC)cc1)N(C)C2=O (configuration not stated)
7: Cc1ccc(-c2c(NCCC3=CCCCC3)c(=O)c2=O)cc1
8: CCCN1CCN(CCCNC(=S)Nc2ccc(OC)cc2)CC1
9: CC(=O)NC(Cc1ccc(F)cc1)C(=O)OCc1ccccc1 (configuration not stated)
10: CCCCOC(C)n1cc(F)c(=O)[nH]c1=O (configuration not stated)

assay / compound,1,2,3,4,5,6,7,8,9,10
TEAD-YAP block,-3,7,3,4,-15,2,4,-3,3,7
MITF inh,21,6,-9,-10,2,0,-3,-3,0,6
GPR151 activ,-0.8,-1.2,1.8,0.7,-0.3,-1.3,-1.9,4.8,2.3,2.7
FBW7 act,0.2,-0.1,0.2,0.1,0.0,0.2,-0.1,-0.2,-0.1,0.2

11: COc1ccc(C2C(C#N)=C(N)Oc3n[nH]c(-c4ccc5c(c4)OCO5)c32)cc1O (configuration not stated)
12: COc1ccc(-c2nc(NCc3nc4ccccc4[nH]3)c3ncn(C(C)C)c3n2)cc1
13: CCCNC(=O)Cn1c2cc(OC)c(OC)cc2c2nc(=O)cc(C)n21
14: CC1(C)CC(N2CCC(O)(c3ccccc3)C(C(=O)c3ccccc3)C2)CC(C)(C)N1 (configuration not stated)
15: Cc1ccc(F)cc1NC=C1C(=O)OC(C)(C)OC1=O
16: CCc1ccc(OC(=O)c2ccc(C(=O)Oc3ccc(CC)cc3)nc2)cc1
17: COc1ccc(-c2cc(C(F)(F)F)n3nc(C(=O)Nc4cc(C(F)(F)F)ccc4Cl)cc3n2)cc1OC
18: COCCOC(=O)C1=C(C)NC2=C(C(=O)CC(c3ccc(Cl)cc3)C2)C1c1cc(Cl)c(O)c(OC)c1 (configuration not stated)
19: CCC(C(=O)Nc1ncc(S(=O)(=O)c2ccc([N+](=O)[O-])cc2)s1)c1ccccc1 (configuration not stated)
20: CCNc1nc(OC(C(F)(F)F)C(F)(F)F)nc(OC(C(F)(F)F)C(F)(F)F)n1

assay / compound,11,12,13,14,15,16,17,18,19,20
TEAD-YAP block,-3,71*,7,1,-6,9,-3,9,2,-1
MITF inh,9,0,11,12,4,-20,-1,-6,20,-5
GPR151 activ,1.7,0.5,-0.5,-1.4,-0.3,5.4*,0.5,-1.3,0.4,0.6
FBW7 act,-0.1,0.0,0.0,0.1,0.0,0.1,-0.1,-0.1,0.0,-0.1

21: Cn1nc(C(F)(F)F)c(CNC(=O)C(C)(C)CCl)c1N1CCOCC1
22: CN(C)C(=O)CCSc1nnc(-c2ccco2)o1
23: O=C(CSc1nc2ccccc2n1CC(=O)N1CCCC1)Nc1ccccc1Cl
24: CC1CCC2(CC1)NC(=O)N(CN(CCC#N)Cc1cccnc1)C2=O (configuration not stated)
25: COc1cccc(NC(=O)C(=O)NCc2ccco2)c1
26: Cc1ccc(CNC(=O)c2ccc3c(c2)NC(=O)C(CSCc2ccc(C)cc2)N3)cc1 (configuration not stated)
27: O=C(CCCc1ccccc1)Nc1cc(Cl)ccc1C(=O)O
28: CCS(=O)(=O)Nc1cccc(N2CCC(NCc3cccc(OC)c3)CC2)c1
29: COc1cccc(C(=O)Nc2ccc(S(=O)(=O)N3CCCCC3c3cccnc3)cc2)c1 (configuration not stated)
30: Nc1ccccc1C(=O)N/N=C\c1ccc(I)o1

assay / compound,21,22,23,24,25,26,27,28,29,30
TEAD-YAP block,-2,-11,8,2,-50,9,6,2,21,-50
MITF inh,-9,14,3,8,-11,7,8,10,-2,17
GPR151 activ,1.4,-0.9,0.0,-1.6,-1.7,2.2,-1.8,-1.1,2.1,0.0
FBW7 act,0.0,0.9,-0.1,0.2,-0.1,0.8,0.2,0.3,-0.2,0.7

31: CC(=O)Nc1ccc(NC(=O)C(=O)N2CCCCC2)cc1
32: Cc1cc(C)cc(N(CC(=O)O)S(=O)(=O)c2c(C)noc2C)c1
33: COc1cc(OC)c(C2SCCN2S(=O)(=O)c2ccc(C)cc2)cc1OC (configuration not stated)
34: O=C(Nc1ccc2c(c1)OCO2)C(c1ccccc1)N1CCC2(CC1)OCCO2 (configuration not stated)
35: CCOC(=O)c1c(NC(=S)Nc2ccc(OC)cc2)sc2c1CCC2
36: CC(C)(C)Nc1nc(Cl)nc(N(C#N)CN2C(=O)c3ccccc3S2(=O)=O)n1
37: O=C1C(=O)N(Cc2cccs2)c2ccccc21
38: Cc1ccc2nc(N3CCOCC3)c(/C=C3\SC(=S)N(C(C)C)C3=O)c(=O)n2c1
39: COc1ccccc1N1CCN(C(=O)CN(c2ccc(Br)cc2)S(=O)(=O)c2ccc(C)cc2)CC1
40: Cc1cccc(-n2nnnc2-c2ccc3ccccc3n2)c1

assay / compound,31,32,33,34,35,36,37,38,39,40
TEAD-YAP block,-6,3,-2,7,-7,0,1,-3,0,-7
MITF inh,5,6,7,6,-8,3,1,25,14,3
GPR151 activ,0.0,-1.0,-0.6,2.3,0.0,-0.2,0.5,0.1,0.4,-2.2
FBW7 act,-0.3,-0.1,-0.1,-0.1,0.0,-0.1,0.1,0.4,-0.3,-0.1

Record cards, as listed above. Values in the order: TEAD-YAP block | MITF inh | GPR151 activ | FBW7 act
Entry for `COc1cc(OC)c(C2SCCN2S(=O)(=O)c2ccc(C)cc2)cc1OC` (configuration not stated) → -2 | 7 | -0.6 | -0.1
Entry for `COc1ccccc1N1CCN(C(=O)CN(c2ccc(Br)cc2)S(=O)(=O)c2ccc(C)cc2)CC1` → 0 | 14 | 0.4 | -0.3
Entry for `CCOC(=O)c1c(NC(=S)Nc2ccc(OC)cc2)sc2c1CCC2` → -7 | -8 | 0.0 | 0.0
Entry for `CC(=O)Nc1ccc(NC(=O)C(=O)N2CCCCC2)cc1` → -6 | 5 | 0.0 | -0.3
Entry for `O=C(Nc1ccc2c(c1)OCO2)C(c1ccccc1)N1CCC2(CC1)OCCO2` (configuration not stated) → 7 | 6 | 2.3 | -0.1

Next part
41: CC1CN(CC(O)COc2cccc3ccccc23)CC(C)O1 (configuration not stated)
42: COCCN(C(=O)CC1C(=O)NCCN1CCc1ccccc1)C(C)C (configuration not stated)
43: Cc1ccc(CN2C3=NC(=O)CN3c3ccccc32)cc1
44: CCCC(=O)Nc1cnc(NC(=O)c2ccco2)cc1C
45: CCOC(=O)C1C(c2ccc(O)c(OC)c2)NC(=O)NC1(O)C(F)(F)F (configuration not stated)
46: Cc1ccc(-c2cc(C(F)(F)F)n3nc(C(=O)Nc4ccc5c(c4)CCC5)cc3n2)cc1
47: CC1=C(C(=O)OC2CCCCC2)C(c2cccnc2)C2=C(CCCC2=O)N1 (configuration not stated)
48: Cn1c(CCSCCc2nc3ccccc3n2C)nc2ccccc21
49: CCOc1cc(Br)c(/C=C/C(=O)O)cc1OC
50: CCN(CC)CCN1CCN(c2ncc(-c3ccc4ccccc4c3)n3ccnc23)CC1

assay / compound,41,42,43,44,45,46,47,48,49,50
TEAD-YAP block,-2,-3,2,-40,0,2,-1,-1,-1,8
MITF inh,11,5,2,-3,-3,-1,9,4,10,20
GPR151 activ,0.4,0.9,0.4,-3.7,0.9,-1.2,-0.7,1.2,5.3*,2.5
FBW7 act,-0.1,0.0,0.1,0.6,0.3,-0.1,0.0,0.0,0.1,0.3

51: COc1cc(NC(=O)COc2ccc(Br)cc2C)cc(OC)c1
52: CCSC1=NSC2=NC(=O)/C(=C\c3cccnc3)C(=N)N12
53: CCOc1ccc(C(=O)COC(=O)Cc2ccccc2Nc2c(Cl)cccc2Cl)cc1
54: COc1ccc(CCNC(=O)CN(CCc2ccccc2)S(=O)(=O)c2ccc(C)cc2)cc1
55: Cn1cccc1C1Nc2ccccc2NC2=C1C(=O)CC(C)(C)C2 (configuration not stated)
56: COc1cccc(C(=O)Nc2nc(-c3c(C)cc(C)cc3C)cs2)c1
57: Cc1cc(I)ccc1NC(=O)c1ccco1
58: CCC(=O)N(C)C(Cc1ccc(F)cc1F)C1CCN(C(=O)C2CCOC2)CC1 (configuration not stated)
59: CC(C)c1ccc(NC(=O)C(c2cc3c(cc2[N+](=O)[O-])OCO3)N2CCCCC2)cc1 (configuration not stated)
60: CCC/C(=N/NC(=O)c1nnn(-c2nonc2N)c1CN1CCCCC1)c1ccccc1

assay / compound,51,52,53,54,55,56,57,58,59,60
TEAD-YAP block,-3,-17,-1,6,-77,-1,-4,-2,-28,-6
MITF inh,-4,-3,6,16,11,9,3,-3,15,-8
GPR151 activ,2.0,2.3,0.0,-0.8,0.1,0.1,0.8,2.3,0.0,-0.3
FBW7 act,0.2,0.1,-0.1,0.4,0.1,0.0,0.1,-0.2,0.6,-0.1

61: Cc1ccc(S(=O)(=O)NC(CC(=O)O)c2ccccc2Cl)cc1 (configuration not stated)
62: COc1cc(C=O)cc(OC)c1OC(=O)c1ccc([N+](=O)[O-])cc1Cl
63: O=C(Nc1ccc(NC(=O)c2ccc(Cl)cc2)cc1)c1ccccc1
64: CCN1CCN(C(=O)C(C)Sc2nnc(-c3ccncc3)n2-c2ccccc2C)CC1 (configuration not stated)
65: CCC(C)(CC(=O)O)CC(=O)N1CCC2(CC1)NCCc1c2[nH]c2ccccc12 (configuration not stated)
66: Cc1ccc(C2C3=C(CC(C)(C)CC3=O)OC3=C2C(=O)CC(C)(C)C3)o1
67: CCN1CCCC1CNC(=O)c1ccc2c(c1)NC(=O)/C(=C\c1ccc(C)cc1)S2 (configuration not stated)
68: O=C(N/N=C/c1c[nH]c2ccc(Br)cc12)c1ccc2c(c1)OCO2
69: Cc1cccc2sc(C)[n+](CC(=O)O)c12
70: Cc1ccc(N2CC(NC(=O)Cc3cccs3)CC2=O)cc1C (configuration not stated)

assay / compound,61,62,63,64,65,66,67,68,69,70
TEAD-YAP block,2,1,-1,0,-6,1,1,-14,-6,2
MITF inh,0,15,2,14,-10,17,-6,-16,-6,-8
GPR151 activ,1.6,-1.9,-1.6,-2.1,-1.0,0.3,-0.7,0.2,0.6,0.3
FBW7 act,0.1,0.7,0.1,0.0,0.1,0.1,-0.3,-0.1,-0.3,0.0

71: COc1ccc(NC(=O)CSc2cccc3cccc(Cl)c23)cc1S(N)(=O)=O
72: C=CCNC(=O)c1ccc(Cn2c(=S)[nH]c3ccc(Br)cc3c2=O)cc1
73: Cc1ccc(Nc2ncnc3c2cnn3-c2ccc(Cl)cc2)cc1C
74: Cc1[nH]n(-c2ccccc2)c(=O)c1/C=N/N1CCOCC1
75: C=CCSc1nc2sc3c(c2c(=O)n1-c1ccc(C)cc1)CCC(C(C)(C)C)C3 (configuration not stated)
76: CCOC(=O)c1c(NC(=O)CSc2nnc(-c3ccco3)o2)sc(C(C)=O)c1C
77: COc1ccc(C2/C(=C(/O)c3ccc(C)cc3)C(=O)C(=O)N2CCCCCC(=O)O)cc1OC (configuration not stated)
78: Cc1ccc(NC(=O)c2ccc(CNc3c(N4CCCC4)c(=O)c3=O)cc2)cc1F
79: CCOC(=O)c1c(NC(=O)c2ccc([N+](=O)[O-])cc2[N+](=O)[O-])sc2c1CCCC2
80: O=C(Nc1nc(-c2ccc3ccccc3c2)cs1)c1ccccc1[N+](=O)[O-]
81: Cc1cccc(C(c2sc3nc(C)nn3c2O)N2CCC(O)CC2)c1 (configuration not stated)
82: CCOc1ccccc1NC(=O)C(=O)NC(C)CC (configuration not stated)

assay / compound,71,72,73,74,75,76,77,78,79,80,81,82
TEAD-YAP block,7,-11,-8,1,-3,-6,3,8,3,-21,-2,-8
MITF inh,-3,-3,-1,1,-4,0,6,1,-1,18,-15,6
GPR151 activ,-0.2,0.6,-0.1,0.7,0.5,0.5,1.0,-0.4,0.6,-0.6,2.1,0.2
FBW7 act,-0.2,-0.1,0.0,-0.7,0.1,-0.3,0.1,-0.1,0.5,0.0,0.2,0.0
